PAFAH1B2 inh – PAFAH1B2 enzyme inhibitors, primary screen, biochemical, fluorescence polarization, human | Platelet-activating factor acetylhydrolase IB subunit alpha2 (Homo sapiens), P68402 | recombinant PAFAH1B2, FP-rhodamine activity probe | inhibition, % at 3.39 µM | 340,000 compounds, 1.2% hits;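 active means inhibition above the mean of all tested compounds plus 3 SD, cut at about 24% in these data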;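 further: 0% = enzyme with DMSO and 100% = wells lacking PAFAH1B2; many of its hits are not listed in these tables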
LYPLA1 counter – LYPLA1 inhibitors, primary screen, counter-screen for PME1 inhibitor project, biochemical, fluorescence polarization, FP-Rh probe ABPP | Acyl-protein thioesterase 1 (Homo sapiens), O75608 | recombinant LYPLA1 | inhibition, % at 5.9 µM | 320,000 compounds, 0.16% hits;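 active means inhibition above the mean of all tested compounds plus 3 SD, set per campaign, cut at about 14% in these data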;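 further: inhibitors block serine hydrolase probe labeling of LYPLA1 so polarization falls; 0% = enzyme with DMSO and 100% = wells lacking LYPLA1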
PAFAH1B3 inh – PAFAH1B3 enzyme inhibitors, primary screen, biochemical, fluorescence polarization, human. 340,000 compounds, 0.28% hits. recombinant PAFAH1B3, FP-rhodamine probe. inhibition, % at 3.39 µM. AID 492972, 2010. Platelet-activating factor acetylhydrolase IB subunit alpha1 (Homo sapiens), Q15102;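 active means inhibition above the screen-wide average of all tested compounds plus 3 SD, cut at about 25% in these data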;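 further: 0% = enzyme with DMSO only and 100% = wells lacking PAFAH1B3 protein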
Target sequence (Q15102 whole entry, looked up): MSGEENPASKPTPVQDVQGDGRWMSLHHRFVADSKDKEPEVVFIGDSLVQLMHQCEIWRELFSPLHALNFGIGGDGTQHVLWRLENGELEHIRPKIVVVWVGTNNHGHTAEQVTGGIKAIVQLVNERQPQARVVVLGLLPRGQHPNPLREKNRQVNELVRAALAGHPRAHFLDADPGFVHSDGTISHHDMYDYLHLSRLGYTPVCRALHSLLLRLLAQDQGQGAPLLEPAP
Fam108B inh – mouse Fam108B serine hydrolase inhibitors, primary screen, counter-screen for RBBP9 inhibitor project, biochemical, fluorescence polarization; recombinant Fam108B, FP-Rh probe fluorescence polarization; inhibition, % at 9.51 µM; 300,000 compounds, 0.33% hits; AID 1947, 2009;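 active means inhibition above the screen mean inhibition plus 3 SD, computed separately per campaign, cut at about 18% in these data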;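 further: inhibitors lower polarization as less probe binds the enzyme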
GSTO1 inh – inhibitors of recombinant GSTO1, primary screen, counter-screen for RBBP9 inhibitor project, biochemical, fluorescence polarization; inhibition, % at 5.96 µM; Glutathione S-transferase omega-1 (Homo sapiens), P78417; activity-based probe fluorescence polarization; 300,000 compounds, 1.1% hits;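 active means inhibition above the campaign mean inhibition plus 3 SD, cut at about 35% in these data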;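 further: 0% = GSTO1-1 with DMSO and 100% = wells lacking GSTO1-1 enzyme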
pPAFAH FP inh – pPAFAH enzyme inhibitors, primary screen, biochemical, fluorescence polarization, human; inhibition, % at 3.39 µM; 330,000 compounds, 1.5% hits; Platelet-activating factor acetylhydrolase (Homo sapiens), Q13093; AID 463082, 2010; recombinant pPAFAH, FP-rhodamine probe fluorescence polarization;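 active means inhibition above the mean inhibition across the screen plus 3 SD, cut at about 25% in these data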;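 further: inhibitors block binding of the rhodamine activity-based probe so polarization drops; 0% = enzyme with DMSO and 100% = wells lacking pPAFAH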
Target sequence (Q13093 whole entry, looked up): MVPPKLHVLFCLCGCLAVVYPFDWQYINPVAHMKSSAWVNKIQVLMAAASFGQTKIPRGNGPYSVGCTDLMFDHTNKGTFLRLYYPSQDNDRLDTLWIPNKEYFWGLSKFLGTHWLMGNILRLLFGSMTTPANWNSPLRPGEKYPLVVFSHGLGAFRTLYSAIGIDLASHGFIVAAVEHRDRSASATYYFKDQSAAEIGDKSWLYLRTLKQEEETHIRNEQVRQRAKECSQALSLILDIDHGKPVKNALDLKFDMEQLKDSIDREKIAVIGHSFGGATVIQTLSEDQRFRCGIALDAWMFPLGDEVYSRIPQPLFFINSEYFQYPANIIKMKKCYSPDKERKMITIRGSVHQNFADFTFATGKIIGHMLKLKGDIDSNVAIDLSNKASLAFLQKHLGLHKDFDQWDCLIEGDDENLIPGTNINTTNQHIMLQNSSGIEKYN
PAFAH2 FP inh – PAFAH2 enzyme inhibitors, primary screen, biochemical, fluorescence polarization, human; recombinant PAFAH2, FP-rhodamine activity probe; Platelet-activating factor acetylhydrolase 2, cytoplasmic (Homo sapiens), Q99487; 340,000 compounds, 0.99% hits; inhibition, % at 3.39 µM; AID 492956, 2010;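 active means inhibition above the mean over all tested compounds plus 3 SD, cut at about 30% in these data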;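 further: inhibitors block probe labeling of enzyme so polarization drops; 0% = enzyme with DMSO and 100% = wells lacking PAFAH2 protein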
PME-1 inh – PME-1 inhibitors via competitive probe labeling, primary screen, biochemical, fluorescence polarization, FP-Rh probe, HTS; Protein phosphatase methylesterase 1 (Homo sapiens), Q9Y570; AID 2130, 2009; 320,000 compounds, 0.53% hits; inhibition, % at 5.9 µM; recombinant PME-1;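 active means inhibition above the campaign mean of all compounds plus 3 SD, cut at about 26% in these data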;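 further: competitive labeling of PME-1 active site by serine hydrolase directed probe; 0% = PME-1 with DMSO and 100% = wells lacking PME-1 enzyme; inhibitors block probe labeling so polarization falls and inhibition rises; many of its hits are not listed in these tables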
Target sequence (Q9Y570 whole entry, looked up): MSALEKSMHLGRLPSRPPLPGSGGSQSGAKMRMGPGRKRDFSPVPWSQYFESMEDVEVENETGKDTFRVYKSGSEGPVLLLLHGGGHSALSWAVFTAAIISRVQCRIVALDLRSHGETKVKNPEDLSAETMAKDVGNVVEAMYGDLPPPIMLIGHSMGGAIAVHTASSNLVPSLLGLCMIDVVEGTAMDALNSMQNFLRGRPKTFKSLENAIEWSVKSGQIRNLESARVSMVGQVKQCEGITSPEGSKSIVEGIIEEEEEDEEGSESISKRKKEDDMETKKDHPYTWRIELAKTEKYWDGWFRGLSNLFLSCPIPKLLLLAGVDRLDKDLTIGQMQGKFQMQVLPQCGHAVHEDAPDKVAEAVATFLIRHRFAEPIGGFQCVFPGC
PAD4 inh – human PAD4 inhibitors, primary screen, biochemical, fluorescence polarization, 1536-well format | recombinant PAD4, RCA probe fluorescence polarization | AID 485272, 2010 | Protein-arginine deiminase type-4 (Homo sapiens), Q9UM07 | 330,000 compounds, 0.41% hits | inhibition, % at 6.36 µM;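 active means percent inhibition above a cutoff equal to the mean of all tested compounds plus 3 SD, cut at about 15% in these data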;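 further: 0% = PAD4 with RCA probe and DMSO and 100% = probe without PAD4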
Active calls of the source: *; . = not tested or not shown; & = joins results of further samples. The list is partial; count on the stated rates, not on these rows.

SMILES	PAFAH1B2 inh	LYPLA1 counter	PAFAH1B3 inh	Fam108B inh	GSTO1 inh	pPAFAH FP inh	PAFAH2 FP inh	PME-1 inh	PAD4 inh
CCCCCCCCN1N=N[C@H]2[C@H]1[C@@H]1C[C@H]2N(C(=O)OC(C)(C)C)O1	2	.	7	.	.	3	-4	.	0
CCN(Cc1ccccc1)S(=O)(=O)c1cc(C(=O)NCCCN(C)C)ccc1OC	2	-1	2	-3	-9	-3	-3	4	-2
Cc1c(Cc2ccccc2)c(=O)n2c([nH]c3ccccc32)c1C#N	10	-1	10	16	-62	18	9	4	-1
COc1ccc(/C=N/n2cncn2)cc1Cn1nc(C)c([N+](=O)[O-])c1C	-1	-1	3	-1	1	4	0	4	1
Cc1cc(C(=O)Nc2nnc(-c3ccccc3)s2)no1	2	1	5	-4	0	-2	2	1	-7
c1ccc(-c2csc(Cc3nnc4n3CCCCC4)n2)cc1	-3	3	4	-1	2	0	-9	-3	0
Cc1cccc(Oc2nc3ccccn3c(=O)c2/C=C(\C#N)C(=O)NC2CCS(=O)(=O)C2)c1C (centres undefined)	1	-5	3	-3	-1	1	4	-1	1
COc1cc(CC(=O)Nc2cccc(SC)c2)cc(OC)c1OC	1	0	3	0	-2	4	1	0	-6
CSc1ccc(/C=C(/NC(=O)c2ccccc2)C(=O)N2CCN(C)CC2)cc1	4	4	8	-3	7	7	3	2	-4
O=C(Nc1ccc(F)cc1)C(=O)c1cn(CC(=O)N2CCOCC2)c2ccccc12	0	0	7	-3	-29	10	-5	-3	0
CCOC(=O)C1=C(COC(=O)C(CC)Oc2ccccc2)NC(=O)NC1C (centres undefined)	1	-1	0	1	-12	0	-1	2	-1
CN1CCc2c(sc3c2c(=O)n(-c2ccccc2)c2nnc(SCc4ccccc4)n32)C1	-2	-2	1	-2	6	4	2	-1	0
O=S(=O)(NCC(Nc1ccc(Cl)cc1)c1ccccc1)c1ccc(Cl)cc1 (centres undefined)	15	-10	4	-4	14	-7	-13	2	0
COCC(C)NC(=O)NC1(C(F)(F)F)Oc2ccc(Cl)cc2O1 (centres undefined)	25*	-6	2	-2	36*	-1	2	-3	1
CC(C)(C)n1cnc2cc(NC(=O)c3ccc(Cl)cc3)ccc21	8	2	0	3	-6	2	-4	-6	-3
COc1ccccc1C1=NOC(C)(c2nnc(-c3cccc(Cl)c3)o2)C1 (centres undefined)	5	-2	0	6	4	5	6	-2	-5
COc1ccccc1-c1cn(-c2ccccc2)c(=S)[nH]1	2	-1	0	2	-6	6	-4	9	0
O=C(CN1C(=O)C2CC=CCC2C1=O)Nc1ccc(-c2nnc3n2CCCCC3)cc1 (centres undefined)	6	-3	3	11	-1	-4	-5	-4	1
CCOC(=O)CCC(=O)NNC(=O)COc1ccc(C(C)C)cc1Br	4	1	6	-6	-1	1	4	-5	-9
O=C(NCc1ccc2c(c1)OCO2)C1Cc2ccccc2CN1C(=O)c1ccco1 (centres undefined)	6	1	5	-2	21	1	1	3	-3
COc1ccccc1C(=O)N1CCCC1(C#N)c1ccccc1 (centres undefined)	1	-2	13	0	5	0	-4	-2	1
Clc1ccc(OCCN2CCOCC2)cc1Cl	5	2	3	1	-8	8	-2	-3	0
Cc1ccc(Nc2nc(-c3sc(NC(=O)c4ccccc4)nc3C)cs2)cc1	7	-8	2	9	-4	1	-12	-1	-7
Cc1cc(C)c(C)c(S(=O)(=O)NC(C)C(=O)O)c1C (centres undefined)	2	0	3	1	7	-2	-7	3	-4

2 entries from above, in CSV form:
compound,PAFAH1B2 inh,LYPLA1 counter,PAFAH1B3 inh,Fam108B inh,GSTO1 inh,pPAFAH FP inh,PAFAH2 FP inh,PME-1 inh,PAD4 inh
CCOC(=O)CCC(=O)NNC(=O)COc1ccc(C(C)C)cc1Br,4,1,6,-6,-1,1,4,-5,-9
O=C(NCc1ccc2c(c1)OCO2)C1Cc2ccccc2CN1C(=O)c1ccco1 (centres undefined),6,1,5,-2,21,1,1,3,-3

Entries of single compounds as entered above. Screens in order: PAFAH1B2 inh | LYPLA1 counter | PAFAH1B3 inh | Fam108B inh | GSTO1 inh | pPAFAH FP inh | PAFAH2 FP inh | PME-1 inh | PAD4 inh
`CN1CCc2c(sc3c2c(=O)n(-c2ccccc2)c2nnc(SCc4ccccc4)n32)C1` as listed: -2 | -2 | 1 | -2 | 6 | 4 | 2 | -1 | 0
`COc1ccc(/C=N/n2cncn2)cc1Cn1nc(C)c([N+](=O)[O-])c1C` as listed: -1 | -1 | 3 | -1 | 1 | 4 | 0 | 4 | 1

(next part)
SMILES	PAFAH1B2 inh	LYPLA1 counter	PAFAH1B3 inh	Fam108B inh	GSTO1 inh	pPAFAH FP inh	PAFAH2 FP inh	PME-1 inh	PAD4 inh
COc1ccc(OCCCC(=O)Nc2ccc(N3CCCCC3)cc2)cc1	-1	1	6	1	6	3	11	4	-1
O=S(=O)(Nc1nc2ccccc2nc1Cl)c1ccc(F)cc1	6	-1	4	-2	1	2	-2	3	-4
O=C(CN1C(=O)c2ccccc2C1=O)N1CCN(C2c3ccccc3-c3ccccc32)CC1	8	-7	5	0	1	1	2	-4	1
Cc1ccc2c(c1)N(CC(=O)N1CCCCC1)C(=O)CO2	0	4	3	-4	-1	-7	-1	-6	-3
CC(C)OCCCNC(=O)c1cc(-c2cccnc2)nc2ccccc12	1	0	3	0	3	9	-3	-6	-4
Cc1cc(Cl)ccc1OCC(O)CNCCc1ccc(S(N)(=O)=O)cc1 (centres undefined)	0	-2	3	0	-9	-4	4	-2	-1
CC(=O)NCCOc1ccc2oc3ccccc3c2c1	2	2	9	-1	8	0	3	0	-1
CC(C)Oc1ccc(C(=O)Nc2ccc(S(=O)(=O)N3CCN(C)CC3)cc2)cc1	7	-1	14	3	-2	-1	5	-6	5
NC(=O)CSc1ccc(F)cc1	1	0	7	-1	4	-1	-4	-3	-2
O=C(CSc1nnnn1-c1ccc2c(c1)CCC2)NCc1cccs1	-2	1	2	0	-2	-2	3	4	1
C[C@]12CCC(=O)C=C1CC[C@@H]1[C@@H]2C(=O)C[C@@]2(C)[C@H]1CC[C@]2(O)C(=O)CO	-3	2	3	-3	1	1	7	-4	-4
COc1ccc(NC(=O)C(CCSC)NC(N)=O)cc1Cl (centres undefined)	0	5	0	1	6	5	-6	4	-2

Sorted by molar mass (highest first): part of the list above.
SMILES	PAFAH1B2 inh	LYPLA1 counter	PAFAH1B3 inh	Fam108B inh	GSTO1 inh	pPAFAH FP inh	PAFAH2 FP inh	PME-1 inh	PAD4 inh
CC(C)Oc1ccc(C(=O)Nc2ccc(S(=O)(=O)N3CCN(C)CC3)cc2)cc1	7	-1	14	3	-2	-1	5	-6	5
O=C(CSc1nnnn1-c1ccc2c(c1)CCC2)NCc1cccs1	-2	1	2	0	-2	-2	3	4	1
COc1ccc(OCCCC(=O)Nc2ccc(N3CCCCC3)cc2)cc1	-1	1	6	1	6	3	11	4	-1
COc1ccc(NC(=O)C(CCSC)NC(N)=O)cc1Cl (centres undefined)	0	5	0	1	6	5	-6	4	-2
Cc1ccc2c(c1)N(CC(=O)N1CCCCC1)C(=O)CO2	0	4	3	-4	-1	-7	-1	-6	-3

Next part.
SMILES	PAFAH1B2 inh	LYPLA1 counter	PAFAH1B3 inh	Fam108B inh	GSTO1 inh	pPAFAH FP inh	PAFAH2 FP inh	PME-1 inh	PAD4 inh
CCOc1ccc(C(C)(C)C)cc1S(=O)(=O)N1CC(C)OC(C)C1 (centres undefined)	4	0	-3	-9	4	7	-2	6	-4
CCOc1ccc(NC(=O)Nc2ccc3c(c2)nc(C)n3C)cc1	3	0	8	3	-1	-3	4	9	0
Oc1ccc(/C=N/N(c2ccccc2)c2ccccc2)c(O)c1O	4	-9	-5	4	51*	69*	9	2	-7
O=C(CCN1C(=O)c2ccccc2C1=O)NCc1ccccc1	0	0	1	0	1	5	3	5	-1
CCc1cc(=O)oc2cc(C)cc(OCC(=O)NC3CC3)c12	2	2	11	3	-4	-1	7	0	-1
O=C(COc1ccc(Cl)cc1Cl)NNC(=S)NC(=O)c1ccco1	16	1	5	0	-18	4	12	-3	1
CCOP(=O)(c1ccc(N(C)C)cc1)C(O)c1cccnc1 (centres undefined)	1	0	8	0	14	2	-7	-5	6
Cc1ccc(-c2oc3ccccc3c(=O)c2O)cc1	3	2	5	-1	9	10	-3	5	-1
Cc1ccccc1Cn1nnc(-c2ccc3c(c2)OCO3)n1	-1	1	4	0	5	15	3	1	-2
COc1ccc(OCC(=O)Nc2ccc(N3CCCCC3)cc2)cc1	7	0	9	6	-4	3	8	4	-5
COc1ccc2[nH]c3c(c2c1)CCN1C(=O)C(CC(=O)NC(C)(C)C)C[C@H](C(=O)N2CCOCC2)[C@@]31CCC1CCCC1 (some centres undefined)	2	.	7	.	.	5	1	.	-1
CN(Cc1cnccn1)C(=O)CC1C(=O)NCCN1Cc1c(F)cccc1Cl (centres undefined)	5	4	-3	-5	4	2	6	-4	0
CCCOc1ccc(NC(=O)CC2C(=O)OCC3CCCCN32)cc1 (centres undefined)	-1	3	-3	.	.	4	3	-5	-3
O=C(N/N=C1\C2CN3CCN(C2)CC1(c1ccccc1)C3)c1ccc(F)cc1	1	2	7	4	6	0	-1	-1	3
COc1ccc(C(=O)Nc2ccc(C(F)(F)F)n(C)c2=O)cc1	-2	-5	2	3	1	-11	4	-11	-2
Cc1ccccc1CNC(=O)CC1C(=O)NCCN1CC1CCCCC1 (centres undefined)	8	5	4	0	4	1	6	0	-4
CCOC(=O)N1CCC(NC(=O)C2CCN(C(=O)c3cc4oc(C)cc4n3Cc3c(F)cccc3Cl)CC2)CC1	-1	-1	-8	0	2	7	23	9	0
Cn1c(=NC(=O)C2CCN(S(=O)(=O)c3cccs3)CC2)sc2ccccc21	-2&4	1	2&-2	2	0	1	1&3	6	-1
CN(C)/C=C/C(=O)c1ccc(-n2cccc2)cc1	-2	-3	5	4	-4	9	-10	3	-1
Cc1cc2c(c(=O)o1)C(c1cccs1)C(C#N)=C(N)O2 (centres undefined)	-1	2	2	3	16	-2	4	-6	3
CC(C)N1CN(c2ccccc2)C(=S)N(c2ccccc2)C1	4	0	6	-1	-1	-1	5	6	1
CCOc1cccc(/C=C2\NC(=S)N(c3ccccc3)C2=O)c1O	11	-2	9	-3	-8	5	4	3	-5
O=C(N/C(=C/c1ccc(Br)cc1)C(=O)N1CCOCC1)c1ccco1	1	-4	5	4	3	3	-1	4	-2
Cc1cc(C)nc(SCC(=O)Nc2ccc(S(=O)(=O)Nc3nccs3)cc2)n1	2	-2	8	2	1	0	4	2	1
O=C(CNC(=O)c1cccs1)Nc1ccc2c(c1)OCCO2	-3	1	-4	1	-2	-3	-6	0	-6

Screening results deposited in PubChem BioAssay by The Scripps Research Institute Molecular Screening Center.
